# Assay outcomes deposited in PubChem BioAssay by several laboratories.
# hK5 inh = inhibitors of human kallikrein 5; Q9Y337; inhibition, % at 5 µM; 210,000 compounds, 0.59% hits; AID 873; recombinant hK5, fluorogenic AMC substrate cleavage;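 active means inhibition of 40% or more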;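 further: 0% = enzyme controls without compound and 100% = no-enzyme blanks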
# Hck-Nef inh = human Hck-Nef kinase inhibition; 220,000 compounds, 0.68% hits; Recombinant Hck-YEEI plus Nef, Z-Lyte FRET kinase assay; AID 463187; inhibition, % at 20 µM; P08631;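 active means Hck-Nef kinase inhibition above about 50%, limit read from the data; inactive means inhibition below that limit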;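 further: 0% = DMSO with Hck plus Nef and 100% = Hck alone without Nef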
# Target sequence (P08631 whole entry, looked up): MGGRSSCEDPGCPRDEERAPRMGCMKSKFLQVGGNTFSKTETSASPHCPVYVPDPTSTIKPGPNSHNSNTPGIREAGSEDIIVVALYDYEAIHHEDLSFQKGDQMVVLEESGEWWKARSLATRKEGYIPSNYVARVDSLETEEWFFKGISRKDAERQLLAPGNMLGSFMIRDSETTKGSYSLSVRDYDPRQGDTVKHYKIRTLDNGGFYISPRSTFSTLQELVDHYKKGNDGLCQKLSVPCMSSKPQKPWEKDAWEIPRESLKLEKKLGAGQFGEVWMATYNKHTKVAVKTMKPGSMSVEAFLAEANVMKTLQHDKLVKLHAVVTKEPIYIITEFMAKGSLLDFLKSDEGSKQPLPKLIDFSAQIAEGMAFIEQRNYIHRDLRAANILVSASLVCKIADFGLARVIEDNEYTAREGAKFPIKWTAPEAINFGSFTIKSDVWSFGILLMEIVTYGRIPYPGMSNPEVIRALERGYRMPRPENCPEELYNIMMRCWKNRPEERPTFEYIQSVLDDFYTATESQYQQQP
# Thrombin inh = thrombin (human) inhibition | AID 1046 | 220,000 compounds, 0.26% hits | P00734 | inhibition, % at 5 µM | alpha-thrombin, Boc-VPR-AMC fluorogenic substrate cleavage;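 active means inhibition at or above 40%; inactive means inhibition below 40%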;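 further: 0% = enzyme with no compound and 100% = wells without enzyme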
#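 System: Human alpha-thrombin protein | Medium: pH 7.5 Tris (50 mM) with NaCl 150 mM, Tween 20 0.05% | Times: Enzyme reaction carried out at room temperature | Detection: AMC fluorescence, 355/460 nm | Evaluation: Percent inhibition scaled between no-compound controls and no-enzyme blanks | Benchmarks: Enzyme without compound as high, wells lacking enzyme as low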
# Rad51 HR inh = Rad51 (human) homologous recombination inhibition; hRad51 DNA strand exchange, fluorescence dequenching; 200,000 compounds, 0.085% hits; Q06609; inhibition, % at 10 µM; AID 1385;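 active means inhibition above 40% at the single screening dose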;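 further: 0% = DMSO control wells and 100% = blanks with heterologous ssDNA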
# Target sequence (Q06609 whole entry, looked up): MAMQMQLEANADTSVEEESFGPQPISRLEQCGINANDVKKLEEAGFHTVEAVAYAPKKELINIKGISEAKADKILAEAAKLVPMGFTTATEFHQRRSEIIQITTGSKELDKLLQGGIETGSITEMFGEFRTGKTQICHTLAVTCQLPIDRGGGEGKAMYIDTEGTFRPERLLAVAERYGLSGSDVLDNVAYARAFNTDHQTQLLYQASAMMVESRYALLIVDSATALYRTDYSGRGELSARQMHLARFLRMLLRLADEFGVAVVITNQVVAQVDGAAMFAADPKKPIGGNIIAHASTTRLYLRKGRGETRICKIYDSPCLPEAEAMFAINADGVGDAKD
#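 Test system: preformed human Rad51 ssDNA filaments. Compound dosing: single dose, 10 µM final compound. Incubation: filaments 15 min 37 °C, then compound 30 min. Technique: FRET fluorescence dequenching, excitation 485 nm, emission 520 nm. Read-out basis: percent inhibition from fluorescence, normalised to plate control and blank means. Benchmarks: plate controls and plate blanks.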
# L929 necroptosis = blocks zVAD induced death of L929 cells; L929 zVAD necroptosis rescue, ATP luminescence, 24 h; with zVAD 60 µM; viability rescue, % at 10 µM; 220,000 compounds, 0.38% hits; AID 1377;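 active means activation, scaled between plate controls, above about 75%, limit read from the data; inactive means activation under that limit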;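 further: 0% = zVAD with DMSO and 100% = DMSO alone without zVAD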
# FXIIa inh 1536 = inhibitors of human coagulation factor XIIa; inhibition, % at 5 µM; P00748; purified FXIIa, Boc-QGR-AMC fluorogenic substrate, 2 h; AID 800; 220,000 compounds, 0.3% hits; in the data active means inhibition above about 40%;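 further: 0% = enzyme with no compound and 100% = blank without enzyme; many of its hits are not listed in these tables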
# TNF necrop inh = TNF-alpha cell death inhibition in Jurkat FADD-/- cells | Jurkat FADD-/- TNF necroptosis rescue, ATP luminescence, 24 h; 0 = TNF only, 100 = no-TNF cells | activation (protection from cell death), % at 10 µM | 220,000 compounds, 0.068% hits;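 active means activation, meaning protection from cell death, of at least 50% relative to plate controls; inactive means activation below 50%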;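 further: necroptosis triggered by 40 ng/mL TNF-alpha added together with compound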
# Cl transport mod = modulators of human KCC2 chloride dependent transport. Q9H2X9. KCC2 cells, thallium flux FluoZin-2 fluorescence. B-score of Tl+ flux slope (higher = more flux/activation; lower = inhibition) at 10 µM. 190,000 compounds, 2.2% hits. AID 1456;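 active means thallium flux slope and its plate-corrected score both differing from the plate sample mean at a set confidence after two filtering rounds, in either direction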;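 further: slope of fluorescence scaled to starting intensity during 10 to 20 s after thallium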
# FXIa inh 1536 = factor XIa (human) inhibition. P03951. purified FXIa, Boc-Glu-Ala-Arg-AMC fluorogenic substrate. inhibition, % at 5 µM. 220,000 compounds, 0.14% hits. AID 798;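 active means inhibition of at least 40%; inactive means inhibition below 40%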;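 further: fluorescence of freed AMC excited at 355 nm; 0% = enzyme without compound and 100% = no enzyme blank; many of its hits are not listed in these tables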
# An asterisk follows results filed as active; i = inactive; . = not tested or not shown. A portion of the library (hit frequency here may not be typical).
SMILES,hK5 inh,Hck-Nef inh,Thrombin inh,Rad51 HR inh,L929 necroptosis,FXIIa inh 1536,TNF necrop inh,Cl transport mod,FXIa inh 1536
Nc1nc2nccc(-c3ccc(Cl)cc3)n2n1,-323.2,-4.9,-15.4,.,-0.7,-20.7,-6.3,-1.16,-17.3
Cc1cccc(NC(=O)CN2CCSc3ccccc32)c1,-4.9,16.2,-11.9,4.2,1.2,6.3,1.4,0.114,-4.1
COc1cc(OC)c(C(=O)CCC(=O)O)cc1OC,-22.4,1.2,-7.2,-0.2,0.1,2.9,1.2,0.0489,0.8
NC(=O)CC(NC(=O)Cc1cccc2ccccc12)c1ccc(NC2CCCCCC2)c([N+](=O)[O-])c1 (stereo not drawn),2.1,26.0,-3.2,-9.0,0.1,10.2,1.1,-0.375,1.4
CCn1cc(CN2CCCC(CNS(=O)(=O)Cc3ccccc3)C2)cn1 (stereo not drawn),-0.3,20.1,3.0,28.5,-1.2,6.2,0.9,-0.0181,2.3
COc1ccc(Br)cc1S(=O)(=O)n1ccnc1,-19.3,-5.2,-1.4,2.4,0.5,-0.3,-0.9,0.676,-6.7
COc1ccc(N(CC(=O)Nc2c(C)n(C)n(-c3ccccc3)c2=O)S(=O)(=O)c2ccc(C)cc2)cc1,1.5,21.4,-5.8,-1.2,2.7,4.9,0.3,-1.96,-1.3
O=C1CN(C(=O)c2ccco2)C(c2ccccc2)c2cc(Cl)ccc2N1 (stereo not drawn),1.1,-1.2,-6.4,3.3,-0.5,2.5,-7.4,1.55,-3.8
COC(CNC(=O)c1ccc(-n2c(=S)[nH]c3ccccc3c2=O)cc1)OC,-6.5,24.3,4.3,18.9,3.3,1.1,1.2,1.36,-3.5
COc1cccc(NC(=O)/C=C/c2ccc([N+](=O)[O-])cc2)c1,3.8,10.7,3.5,.,-0.1,11.3,-7.6,-0.201,2.9

# Compound profiles (already shown):
# O=C1CN(C(=O)c2ccco2)C(c2ccccc2)c2cc(Cl)ccc2N1 (stereo not drawn) across the screens: hK5 inh = 1.1; Hck-Nef inh = -1.2; Thrombin inh = -6.4; Rad51 HR inh = 3.3; L929 necroptosis = -0.5; FXIIa inh 1536 = 2.5; TNF necrop inh = -7.4; Cl transport mod = 1.55; FXIa inh 1536 = -3.8
# Nc1nc2nccc(-c3ccc(Cl)cc3)n2n1 across the screens: hK5 inh = -323.2; Hck-Nef inh = -4.9; Thrombin inh = -15.4; Rad51 HR inh = .; L929 necroptosis = -0.7; FXIIa inh 1536 = -20.7; TNF necrop inh = -6.3; Cl transport mod = -1.16; FXIa inh 1536 = -17.3

# Later entries
SMILES,hK5 inh,Hck-Nef inh,Thrombin inh,Rad51 HR inh,L929 necroptosis,FXIIa inh 1536,TNF necrop inh,Cl transport mod,FXIa inh 1536
CCOC(=O)c1c(NC(=O)C(C)N2CCN(S(=O)(=O)c3cccs3)CC2)sc2c1CCC(C)C2 (stereo not drawn),-0.1,0.3,1.7,3.0,40.7,12.8,5.3,1.06,-1.7
Cc1ccnc(NC(=O)c2ccc([N+](=O)[O-])o2)c1,19.8,-21.0,100.9*,4.3,0.2,10.1,-19.1,-0.00651,12.2
CCOC(=O)C1(Cc2cccc(F)c2)CCN(C(=O)c2ccoc2C)CC1,.,-9.8,-4.9,-11.2,-0.9,10.1,-1.1,-0.326,-3.0
Cc1c(/C=N/NC(=O)c2cccnc2)c2ccccc2n1Cc1ccccc1,-13.9,-4.6,7.7,3.9,1.1,8.0,-2.3,-0.774,3.3
COc1ccc(Cl)cc1NC(=O)CSc1nnc(-c2ccncc2)n1CC1CCCO1 (stereo not drawn),-21.1,-0.9,2.2,-2.9,-0.2,15.8,-1.1,0.0868,0.8
O=C(CSc1nc2ncc(Br)cc2[nH]1)c1cccc([N+](=O)[O-])c1,-7.8,1.9,-7.2,1.4,4.2,-4.4,0.9,-0.479,-12.2
O=C1c2ccsc2SCCN1Cc1ccccc1Cl,-11.3,-0.5,1.3,12.5,1.5,18.0,15.1,-0.982,5.4
O=S(=O)(NCc1ccc(Cl)cc1)c1cnc[nH]1,29.2,1.5,1.0,2.7,0.2,5.5,-0.6,0.653,-14.8
Cc1ccc(NC(=O)CSCC(=O)O)c(C)c1,2.0,1.9,-14.0,-2.5,0.2,-4.8,0.4,0.0336,1.5
O=c1cc(CO)occ1OCc1ccccc1,-11.9,-22.6,2.9,1.0,0.9,14.6,1.1,-0.561,4.9
Cc1cccc(NC(=O)c2ccccc2OCC(=O)c2ccccc2)c1,-10.9,5.3,0.5,-11.5,0.3,9.7,1.7,0.198,1.1
Fc1ccc(OCCn2cnc(Cl)c2Cl)cc1,0.2,20.9,-6.2,10.0,0.1,2.4,7.6,-0.932,1.6
Cc1cccc(NC(=O)Cn2cc([N+](=O)[O-])cn2)n1,-3.4,8.8,3.5,7.1,0.5,-0.8,1.5,0.476,-3.3
Cc1ccccc1NC(=O)c1ccc(C)c(S(=O)(=O)Nc2ccccn2)c1,7.6,0.4,3.5,-3.7,-0.2,17.8,-2.7,0.135,0.0
CC(C)(C)c1ccc(-c2noc(CCC(N)=O)n2)cc1,7.6,-0.8,0.4,5.2,0.1,23.1,-1.9,-0.74,21.4
O=C(N1CCCCC1)N1CCC(c2nc3ccccc3[nH]2)CC1,-0.1,6.9,0.1,-32.5,0.5,7.6,1.7,.,0.7
CCOC(=O)C1CCN(S(=O)(=O)Cc2ccccc2)CC1,-7.8,0.9,0.2,2.2,-0.3,10.1,1.0,-0.99,0.9
CNCc1ccccc1Sc1ccc(OC)c(OC)c1,-5.1,1.5,-7.3,-4.3,0.1,5.3,-1.8,-0.839,-3.0
CCCN1C(=O)S/C(=C\c2ccc(N3CCOCC3)o2)C1=O,-5.2,17.7,-12.8,i,3.5,3.5,3.3,i,-3.9
COc1cc(O)c(C(C)=O)cc1OC,0.5,5.7,3.6,2.5,-0.2,10.1,-1.8,0.215,10.9
CC(OC(=O)CCCN1C(=O)c2ccccc2C1=O)C(=O)Nc1ncc(Cl)cc1Cl (stereo not drawn),70.4*,4.6,26.4,-8.0,1.1,-0.8,0.5,0.0199,1.3
COc1ccc(NC(=S)N2CCCC(c3nc4ccc(C)cc4[nH]3)C2)c(OC)c1 (stereo not drawn),-10.4,15.4,-6.0,-3.7,1.1,1.6,3.8,-0.392,-0.3
Cc1cccc(NCc2ccc(O)c3ncccc23)c1,-6.6,19.5,-6.1,-6.5,-1.2,5.5,-2.5,1.17,-0.7
CCOc1ccc(C(=O)N2CCCN(C(=O)c3ccc(OCC)cc3)CC2)cc1,-17.1,1.1,0.8,1.3,0.2,12.0,-1.8,-0.456,29.8
CCOc1ccc(S(=O)(=O)Nc2cc(C)ccn2)c2ccccc12,-7.6,-15.9,-4.9,2.2,-0.7,-2.9,0.5,0.474,-7.2
CC(C)(C)OC(=O)N1CCC[C@H]1c1nnc(SCc2cccc(Cl)c2)o1,-3.6,13.5,-12.2,.,-0.8,-0.3,-0.6,-1.33,-4.6
N#CCCn1cc(CNCc2ccccc2)c(-c2cccc([N+](=O)[O-])c2)n1,-1.2,25.1,-5.0,1.2,0.7,.,3.5,-0.896,-4.3
COc1ccc(NC(=O)c2ccc(OC(F)F)cc2)cc1Cl,-16.6,2.9,-0.8,-36.0,0.4,23.8,-3.3,0.345,17.6
COc1ccc(OCC(=O)N2CCN(C(=O)c3cccs3)CC2)cc1,-26.7,1.1,-3.8,.,0.0,0.8,-0.7,0.668,-3.9
Cc1cc(C(=O)N2CCN(S(C)(=O)=O)CC2)cs1,-7.7,0.0,1.9,.,-0.3,7.5,-0.4,-0.0339,-2.8
O=C(c1ccccc1)c1c[nH]cc1-c1ccccc1,-9.9,2.1,0.9,-8.2,0.1,17.0,2.8,0.655,8.9
COC(=O)c1ccc(OCC(=O)NC(C)(C)C)cc1,1.7,-0.9,-2.8,4.3,-0.4,18.2,-1.0,-0.164,7.5
COc1ccc(-c2cc(=O)oc3cc(OC(=O)C4CCCCC4)ccc23)cc1,2.3,36.0,10.6,.,0.7,21.0,1.0,-1.02,18.7
O=C(C1=C[C@@H](C2CC2)C[C@@H](OCCCCO)O1)N1CCN(Cc2ccc3c(c2)OCO3)CC1,1.4,-17.3,-3.6,10.8,-0.7,8.9,0.5,-0.411,5.6
Cc1cnc(C(=O)OCC(=O)N2CCN(C(=O)c3ccco3)CC2)cn1,-14.2,-0.1,2.7,-1.8,-0.3,16.9,-1.7,.,17.3
COCc1nnc(NC(=O)CCSc2ccccc2)s1,-4.5,2.3,-4.2,-4.3,0.6,10.8,2.0,-1.03,-0.7
COc1ccc2c(c1)c1nnc(SCC(=O)N3C(C)CCCC3C)nc1n2C (stereo not drawn),3.3,2.4,7.3,-8.9,0.3,6.8,-5.5,0.196,4.9
CCOC(=O)c1cnc(-c2ccc(C(F)(F)F)cn2)[nH]c1=O,-9.1,1.2,-0.4,-2.4,0.7,2.5,-0.9,0.794,-4.5
O=C1CN(C(=O)c2ccc(F)c(S(=O)(=O)N3CCOCC3)c2)c2ccccc2N1,17.9,1.0,-0.7,-3.3,1.9,7.3,0.8,-0.694,1.0
Cc1ccc(-c2ccccc2)n1-c1ccc(C(=O)O)cc1,1.5,4.4,-2.6,3.2,2.5,16.8,2.6,-0.764,3.2

# Continued; the last 4 above are carried over.
SMILES,hK5 inh,Hck-Nef inh,Thrombin inh,Rad51 HR inh,L929 necroptosis,FXIIa inh 1536,TNF necrop inh,Cl transport mod,FXIa inh 1536
COc1ccc2c(c1)c1nnc(SCC(=O)N3C(C)CCCC3C)nc1n2C (stereo not drawn),3.3,2.4,7.3,-8.9,0.3,6.8,-5.5,0.196,4.9
CCOC(=O)c1cnc(-c2ccc(C(F)(F)F)cn2)[nH]c1=O,-9.1,1.2,-0.4,-2.4,0.7,2.5,-0.9,0.794,-4.5
O=C1CN(C(=O)c2ccc(F)c(S(=O)(=O)N3CCOCC3)c2)c2ccccc2N1,17.9,1.0,-0.7,-3.3,1.9,7.3,0.8,-0.694,1.0
Cc1ccc(-c2ccccc2)n1-c1ccc(C(=O)O)cc1,1.5,4.4,-2.6,3.2,2.5,16.8,2.6,-0.764,3.2
CCCNC(=O)Nc1cc(C)on1,-2.9,1.3,-3.4,1.9,0.2,-8.3,0.7,0.487,-7.6
O=C1Nc2ccc(S(=O)(=O)N3CCOCC3)c3cccc1c23,-3.6,12.9,-4.5,-5.1,-0.5,7.0,-2.6,.,0.7
CCCc1ccc(-c2cc(C(=O)NC3=NCCS3)c3ccccc3n2)cc1,-10.5,-0.1,-14.2,-7.8,2.0,2.4,3.6,0.427,-5.4
CC1CN(S(=O)(=O)c2cccc(C(=O)Nc3ccc(S(=O)(=O)Nc4ncccn4)cc3)c2)CC(C)O1 (stereo not drawn),-4.3,19.2,-11.4,-1.5,1.8,1.8,0.7,1.09,-5.6
